FUS yeast rescue = suppressors of FUS proteinopathy in yeast | S. cerevisiae FUS-expressing, growth rescue, OD600, 24 h | Potency, µM (series often up to 76.6 µM), for inactives: at the highest dose growth rescue (activation), actives largely listed as activators | actives 0.24% (n = 390,000);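 note: potency is the fitted concentration of half-maximal effect; plate controls were DMSO vehicle for no effect and reference control for full effect; nearly all actives have a fitted effect of over 55% in size; some results filed as inactive show a strong effect at the top dose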
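Galactose (2%) drives FUS expression in yeast precultured in raffinose; seeding density OD 0.005. Test compounds incubated 24hr at 30C and 99% humidity before absorbance at 600 nm was measured.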
GLP1R inv ag = inverse agonists of human GLP-1 receptor | AID 624417 | HEK293 GLP-1R CRE-luciferase, luminescence, 24 h; GLP-1R form is constitutively active | Potency, µM (titrated, usually from 38.3 µM), for inactives: at the highest dose activity change, negative = inhibition, most hits filed as inhibitors | P43220 | actives 1.6% (n = 410,000); note: potency is the fitted concentration of half-maximal effect; % is set by controls: 0 for no effect and ±100 for the full control effect; nearly all actives have a fitted effect of over 55% in size
Target sequence (P43220 whole entry, looked up): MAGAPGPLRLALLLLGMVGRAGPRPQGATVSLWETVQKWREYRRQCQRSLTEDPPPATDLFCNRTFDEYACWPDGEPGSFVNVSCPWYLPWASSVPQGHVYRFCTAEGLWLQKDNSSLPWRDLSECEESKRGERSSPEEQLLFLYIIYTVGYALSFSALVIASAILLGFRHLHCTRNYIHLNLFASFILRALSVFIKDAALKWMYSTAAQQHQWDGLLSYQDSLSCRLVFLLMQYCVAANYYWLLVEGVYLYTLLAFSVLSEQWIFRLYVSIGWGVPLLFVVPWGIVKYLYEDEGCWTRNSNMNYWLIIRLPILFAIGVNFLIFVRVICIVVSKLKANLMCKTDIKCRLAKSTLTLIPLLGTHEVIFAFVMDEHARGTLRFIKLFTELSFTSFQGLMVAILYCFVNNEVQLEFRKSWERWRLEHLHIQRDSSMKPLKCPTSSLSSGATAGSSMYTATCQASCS
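Using stably transfected HEK293 (constitutively active GLP-1R, cAMP-luciferase reporter), compounds were incubated 24 hr and luciferase measured by luminescence.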
PTHR1 ag = PTHR1 (human) receptor agonism. Q03431. HEK293 GP2 PTHR1 cells, GloSensor cAMP luminescence, 1 h. Potency, µM (titrated, usually from 115 µM), inactives show top-dose activation, usual class: activators. actives 0.075% (n = 410,000). AID 743266; note: potency is the fitted concentration of half-maximal effect; nearly all actives have a fitted effect of over 55% in size; some results filed as inactive show a strong effect at the top dose; inactives centre near -15; many of its hits are not listed in these tables
Target sequence (Q03431 whole entry, looked up): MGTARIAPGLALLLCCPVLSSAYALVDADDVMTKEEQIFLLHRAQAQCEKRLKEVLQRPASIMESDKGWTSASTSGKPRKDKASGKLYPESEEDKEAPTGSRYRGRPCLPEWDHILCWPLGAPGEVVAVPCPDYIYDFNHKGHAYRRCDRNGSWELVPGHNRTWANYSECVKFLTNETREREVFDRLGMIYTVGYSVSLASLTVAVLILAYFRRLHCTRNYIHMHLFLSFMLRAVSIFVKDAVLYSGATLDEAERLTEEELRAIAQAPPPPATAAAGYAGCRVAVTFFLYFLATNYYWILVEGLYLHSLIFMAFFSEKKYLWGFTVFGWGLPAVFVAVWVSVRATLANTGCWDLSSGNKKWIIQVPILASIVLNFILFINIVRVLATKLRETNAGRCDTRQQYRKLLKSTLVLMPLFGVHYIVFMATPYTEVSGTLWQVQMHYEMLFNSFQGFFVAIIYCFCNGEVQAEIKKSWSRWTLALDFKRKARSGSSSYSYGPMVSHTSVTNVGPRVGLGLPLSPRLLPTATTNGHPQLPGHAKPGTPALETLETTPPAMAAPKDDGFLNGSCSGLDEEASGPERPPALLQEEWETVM
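HEK-293-derived GP2 cells expressing PTHR1 and a GloSensor cAMP reporter, 3,000/well, plated overnight, given luciferin plus IBMX (each 0.5 mM as added) for 1 h at 37 °C, then compound for 1 h at 37 °C. Luminescence was read after 15 min at room temperature.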
Akt phos inh = Akt phosphorylation inhibition; Neuro2A IGF-stimulated pAkt S473 HTRF, 20 min; active compounds read low; activity change, % for hits at 50 µM; actives 0.32% (n = 360,000); AID 651550; in the data active = activity change below about -80%; inconclusive = mostly about -51% to -80%; note: % is set by controls: 0 for no effect and ±100 for the full control effect
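Neuro2A cells (4,500/well, DMEM with 0.5% FBS) were treated with compound at a single 50 µM final concentration, stimulated with 6 nM IGF for 20 min at 37 °C, and lysed. Phospho-Akt Ser473 was read by HTRF as 665/615 ratio ×10^4.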
aSyn rescue = alpha-synuclein toxicity inhibition in yeast; Potency, µM (titrated, usually from 46.1 µM), for inactives: at the highest dose growth rescue (activation), hits mostly activators; Yeast expressing alpha-synuclein, growth rescue, BacTiter-Glo, 24 h; actives 0.14% (n = 370,000); note: potency is the fitted concentration of half-maximal effect; % of control where 0% means no effect; nearly all actives have a fitted effect of over 65% in size
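Readout is rescue of growth in alpha-synuclein-expressing yeast, so inhibitors of toxicity appear as activators. Growth after 24 hr at 30 deg C in galactose medium is quantified by luminescence.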
Abeta yeast res = restores growth of yeast expressing A-beta42 peptide; yeast expressing A-beta42, growth rescue, OD600, 48 h; response scale: 0% DMSO, 100% iron-clioquinol control; Potency, µM (highest dose often 46.1 µM), without a hit: at the top dose growth rescue, most hits filed as activators; actives 0.063% (n = 410,000); AID 1347071; note: potency is the fitted concentration of half-maximal effect; nearly all actives have a fitted effect of over 55% in size
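Yeast growth medium received pinned compounds, then yeast cells expressing toxic A-beta were added; plates incubated at 30 C for 48 hr. Growth read as absorbance at 600 nm, normalized to DMSO and equimolar FeCl3 plus clioquinol controls.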
TDP-43 yeast inh = inhibitors of TDP-43 toxicity in yeast. actives 1.8% (n = 410,000). TDP-43 expressing yeast growth rescue, BacTiter-Glo, 24 h. Potency, µM (titrated, usually from 46.1 µM), for the others: at the highest dose growth rescue (activation), actives largely listed as activators. AID 652104; note: potency is the fitted concentration of half-maximal effect; % of control where 0% means no effect; nearly all actives have a fitted effect of over 50% in size
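Luminescence from BacTiter-Glo reports growth of TDP-43-expressing yeast after 24 hr at 30 deg C with compound. Cells were raffinose-pregrown to mid-log, then seeded in galactose medium at OD600=0.02.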
MmCpn inh = blocks the Methanococcus maripaludis chaperonin Mm-Cpn; purified Mm-Cpn ATPase, ADP Transcreener TR-FRET; Potency, µM (series often up to 76.9 µM), for inactives: at the highest dose activity, negative = inhibition, most hits filed as inhibitors; actives 0.031% (n = 330,000); note: potency is the fitted concentration of half-maximal effect; % is set by controls: 0 for no effect and ±100 for the full control effect; nearly all actives have a fitted effect of over 80% in size
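TR-FRET (320 nm excitation; 590 and 665 nm emission) reports ADP made from 10 uM ATP by 25 nM enzyme; compounds were preincubated 10 min, reaction run 30 min, both at 37°C.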
GLP1R cytotox = cytotoxic in the GLP-1 receptor inverse agonist counter-screen; HEK293 cAMP-luciferase reporter cells, luminescence, 24 h; Potency, µM (titrated, usually from 38.3 µM), without a hit: at the highest dose activity change, negative = inhibition, most hits filed as inhibitors; actives 0.13% (n = 410,000); AID 624418;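 note: loss of luciferase light is scored as toxicity; potency is the fitted concentration of half-maximal effect; % is set by controls: 0 for no effect and ±100 for the full control effect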
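To flag toxic compounds, the library was rerun on cells for 24 hr at 37 deg C and 5% CO2. Viability-linked luminescence was captured 12 min after adding luciferase detection reagent.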
Active calls of the source: *; i = inactive; ? = inconclusive; / = not tested or not shown; [ ] = remark or other dose. Unless noted, calls come from the whole dose curve; as a rule, active = well fitted curve in the direction sought with a large enough effect; inconclusive = small, poorly fitted or top-dose-only effect, or another doubt; inactive = no such curve, though single readings can be large; an effect the other way counts as inactive or inconclusive. This is a subset; the hit share may differ from the screen's.

Structure,FUS yeast rescue,GLP1R inv ag,PTHR1 ag,Akt phos inh,aSyn rescue,Abeta yeast res,TDP-43 yeast inh,MmCpn inh,GLP1R cytotox
CCN1CCN(Cc2cc(=O)oc3ccc(Cl)cc23)CC1,17%,11%,i,i,-12%,0%,0%,-1%,-18%
CCOc1cc(C(=S)N2CCCCC2)ccc1OS(=O)(=O)c1ccc(Br)cc1,24%,?,i,i,-5%,21%,-11%,-2%,6%
CCCCNC(=O)N1CCN(C(=O)c2ccco2)CC1,-1%,-5%,i,i,2%,-2%,-4%[0.397 µM],-1%,-17%
Cc1ccccc1CN1C(=O)c2ccccc2Sc2ccc(C(=O)NC3CCCC3)cc21,-9%,5%,i,/,/,2%,8%,/,-10%
Cc1ccc(NC(=O)CN(C)C(=O)c2cc(S(=O)(=O)N(C)C)ccc2N2CCCC2)cc1,21%,1%,i,i,0%,-2%,-6%,2%,19%
COC(=O)[C@@]12C[C@@H](CC(=O)NCCc3ccccc3OC)C(=O)N(Cc3ccc4c(c3)OCO4)C1=CCC(C)(C)C2,?,?,-25%,i,7%,8%,?,/,-12%
CCCCC(CC)CNC(=O)CCCCCn1c(=O)[nH]c2ccsc2c1=O (stereo unspecified),17%,-22%,-23%,/,/,-1%,7%,/,4%
COc1ccc(N(CC(=O)N2CCC(C)CC2)S(=O)(=O)c2c(C)nn(C)c2C)cc1,-2%,-11%,i,i,-3%,-7%,12%,0%,-4%
CCCCCCn1cc(CN2CC(N3CCCCC3)CS2(=O)=O)nn1 (stereo unspecified),-8%,8%,i,i,-1%,-13%,7%,/,12%
Cc1cc(C)nc(SCC(=O)NC2CCCC2)n1,12%,3%,-34%[inhibitor],i,6%,0%,4%,1%,-1%
Cn1c(=O)[nH]c(NC2CCCCC2)c(N=O)c1=O,9%,34%[activator],i,i,-6%,-17%,-12%,-3%,2%
C/C=C/Cn1c(N(C)Cc2ccccc2)nc2c1c(=O)[nH]c(=O)n2C,23%,107%[activator],i,i,2%,-5%,?,1%,-14%
O=C1CN(C(=O)COc2ccc(Cl)cc2)C(c2ccccc2)c2cc(Br)ccc2N1 (stereo unspecified),34%,?,-14%,/,/,17%,?,/,-4%
CC12CCCCC1NS(=O)(=O)OC2 (stereo unspecified),-25%,17%,-20%,i,-1%,1%,4%,1%,5%
CCCn1nc(C(=O)N2CCN(S(=O)(=O)c3ccc(C)c(C)c3)CC2)c2ccccc2c1=O,?,?,-30%[inhibitor],i,-40%[inhibitor],-31%,35µM*,-5%,-18%
COc1cc(NC(=O)c2noc3c2CCc2ccccc2-3)cc(OC)c1OC,31%,?,-30%[inhibitor],/,/,-7%,14%,/,-13%
CCOC(=O)c1ccc(NC(=O)c2cc(S(=O)(=O)N3CCOCC3)ccc2O)cc1,14%,7%,-26%,i,-8%,-8%,9%,1%,-3%
CC(C)NC(=O)C1CCC(Cn2c(=O)c3sccc3n(CC(=O)NCc3ccccc3)c2=O)CC1 (stereo unspecified),-20%,5%,-23%,/,/,-5%,23%,/,0%
Cc1cc(NC(=O)CSCC(=O)OCC(=O)c2ccc(Br)cc2)no1,-12%,1%,-14%,i,4%,5%,16%,/,4%
COc1ccc(-c2noc(-c3ccc(NC4CCCCC4)c([N+](=O)[O-])c3)n2)cc1OC,4%,7%,0%,/,/,0%,22%,/,3%

Among those listed so far, 2 contain a thiophene ring, fused or not.
Structure,FUS yeast rescue,GLP1R inv ag,PTHR1 ag,Akt phos inh,aSyn rescue,Abeta yeast res,TDP-43 yeast inh,MmCpn inh,GLP1R cytotox
CCCCC(CC)CNC(=O)CCCCCn1c(=O)[nH]c2ccsc2c1=O (stereo unspecified),17%,-22%,-23%,/,/,-1%,7%,/,4%
CC(C)NC(=O)C1CCC(Cn2c(=O)c3sccc3n(CC(=O)NCc3ccccc3)c2=O)CC1 (stereo unspecified),-20%,5%,-23%,/,/,-5%,23%,/,0%

Other results:
Structure,FUS yeast rescue,GLP1R inv ag,PTHR1 ag,Akt phos inh,aSyn rescue,Abeta yeast res,TDP-43 yeast inh,MmCpn inh,GLP1R cytotox
Cc1c(C(=O)NC2CCCc3ccccc32)oc2ccccc12 (stereo unspecified),3%,?,i,i,-3%,-12%,-4%,-2%,19%
Cc1csc(-c2cnn(-c3ccccc3)c2NC(=O)c2ccc(C(F)(F)F)cc2)n1,1%,?,-5%[57.5 µM],i,1%,-21%,17%,0%,2%
CCc1ccc(OCC(=O)Nc2cc3oc4ccccc4c3cc2OC)cc1,-13%,7%,-3%,/,/,-1%,12%,/,-6%
Cc1cc(C)n2nc(SCC(=O)N(CCC#N)c3ccccc3F)nc2n1,/,27%,i,i,-1%,4%,12%,0%,1%
Cc1ccc(Cl)cc1NC(=O)C(C)n1nnc2sc(-c3ccccc3)cc2c1=O (stereo unspecified),-12%,13%,i,/,/,6%,12%,/,7%
CCOC(=O)N1CCN(C(=O)c2ccc(N(Cc3ccccc3)S(C)(=O)=O)cc2)CC1,25%,1%,i,i,1%,-10%,12%,-1%,0%
CC(=O)N/C(=C/c1ccc2c(c1)OCO2)C(=O)N1CCOCC1,17%,22%,0%,i,1%,2%,18%,1%,0%
COc1ccc(NC(=O)CSCC(=O)Nc2ccccc2C(=O)N2CCCCC2)cc1,/,1%,i,i,1%,2%,9%,2%,-11%
CCn1c(=O)cc(SCC(=O)NCc2ccc(C)o2)c2ccccc21,6%,-17%,i,i,4%,15%,12%,-2%,-17%
CC(C)(C)c1ccc(C(=O)N2CCN(CCNC(=O)C(=O)NCc3ccccc3)CC2)cc1,/,3%,-12%,i,9%,?,0%,1%,-20%
Oc1ccc(Cl)cc1CNc1ccccn1,-16%,-22%,-8%,i,-1%,4%,-4%,1%,-2%
O=C(Nc1ccc(N2CCOCC2)cc1)C1CCN(S(=O)(=O)Cc2ccccc2)CC1,8%,3%,?,i,-1%,-1%,-3%,1%,16%
Cc1ccc(C2=NN(CC(=O)NCc3ccco3)C(=O)CC2)cc1,3%,0%,i,i,-5%,0%,15%,-1%,-1%
CCn1c(-c2cc(OC)c(OC)c(OC)c2)n[nH]c1=S,3%,43%[activator],-5%,i,6%,10%,0%,2%,-12%
CC(=O)N1CCc2c(sc3c2c(=O)n(-c2ccc(C)cc2)c(=O)n3CC(=O)Nc2ccccc2)C1,?,14%,i,/,/,-19%,-17%,/,-31%
COc1cc(/C=C2\SC(=S)N(N3CCOCC3)C2=O)ccc1O,-4%,10%,7%,i,-9%,12%,0%,1%,19%
CCn1nc(C)cc1C(=O)N1CCCC(N(C)CCc2ccc(OC)c(OC)c2)C1 (stereo unspecified),4%,9%,2%,i,-2%,4%,-7%,-3%,7%
COc1ccc(NC2CCCN(C(=O)CCN3CCOCC3)C2)cc1 (stereo unspecified),-32%,2%,i,i,0%,-1%,12%,0%,-9%
CCN(CC)CCNC(=O)c1cc2c(=O)n(CC)c3ccccc3c2s1,23%,8%,i,i,14%,-3%,-27%,0%,4%
CCN(CC(=O)Nc1ccc([N+](=O)[O-])cc1OC)c1ccccc1,2%,-4%,i,i,4%,-8%,?,1%,-3%
Cc1cc(-c2n[nH]c(=S)n2/N=C/c2ccc(C)s2)n[nH]1,?,10%,i,i,-1%,4%,18%,1%,0%
CCOc1ccc(N(CC(=O)NCCSCc2ccccc2)S(=O)(=O)c2ccccc2)cc1,4%,?,-7%,i,-1%,?,2%,?,-15%
Cc1ccc(S(=O)(=O)N(C)C)cc1NC(=O)Nc1c(-c2ccccc2)noc1C,8%,-3%,i,i,7%,-2%,15%,-2%,5%
CN(C)NC(=O)c1ccsc1NC(=O)c1ccc(S(=O)(=O)N2CCCC2)cc1,19%,53%[activator],i,i,-1%,-12%,-22%,0%,0%
COc1ccc(C2CC(c3ccc4ccccc4c3OC(C)=O)=NN2C(=O)/C=C/c2ccccc2)cc1 (stereo unspecified),/,13%,i,i,16%,4%,1%,?,-5%
COc1ccc(OC)c(/C=C2\SC(=S)N(N3CCOCC3)C2=O)c1,14%,15%,-1%,i,-4%,-15%,-13%,1%,17%
COc1cccc(/C=N/NC(=O)c2nnn(-c3nonc3N)c2CN(C)C2CCCCC2)c1,-11%,1%,i,i,1%,2%,11%,/,-12%
C[C@H]1C=C(C(=O)NC2CC2)O[C@@H](OCc2ccc(CO)cc2)C1,-27%,11%,-25%,i,9%,4%,19%,-4%,5%
O=C(COc1cccnc1[N+](=O)[O-])Nc1ccc(S(=O)(=O)N2CCOCC2)cc1,4%,4%,i,i,3%,-18%,-5%,-1%,5%
Clc1ncnc2scc(-c3ccccc3)c12,13%,-1%,-12%[57.5 µM],i,15%,-3%,19%,0%,2%
CN=C1SC(CC(=O)Nc2cc(Cl)ccc2Cl)C(=O)N1C (stereo unspecified),24%,-23%,-7%[57.5 µM],i,-4%,23%,?,0%,1%
Cc1ccc2c(c1)C(=O)C(=O)N2CC1COc2ccccc2O1 (stereo unspecified),26%,?,-12%,i,-6%,-79%[inhibitor],-15%,-1%,-19%
O=C(CSc1nnnn1-c1ccccc1)NCCCN1CCCC1=O,-7%,12%,-12%,i,-1%,-12%,-11%,-1%,5%
COC(=O)c1sc(NC(=O)COC(=O)C2CCC2)c(C(=O)OC)c1C,17%,0%,-2%,i,1%,17%,5%,-18%,23%
CCS(=O)(=O)N1Cc2ccccc2CC1C(=O)Nc1cccc(C)c1 (stereo unspecified),7%,8%,-18%,i,-10%,7%,8%,1%,-9%

Bioassay records (PubChem)
